Assay outcomes (PubChem)
PglD DTNB: C. jejuni PglD acetyltransferase inhibitors, primary screen, biochemical, DTNB colorimetric, single point; UDP-N-acetylbacillosamine N-acetyltransferase PglD (Campylobacter jejuni); purified PglD enzyme, DTNB colorimetric CoA detection; inhibition, % at 12.5 µM; actives 0.098% (n = 360,000); in the data active means inhibition above about 16%, passing the limit was not always enough; further: strong numbers were not always called active
PGC1a acetyl inh: inhibitors of PGC1a acetylation signal, primary screen, cell-based, U2OS, AlphaScreen, inhibitor mode; AID 651687, 2012; inhibition, % at 15.6 µM; actives 0.17% (n = 350,000); AlphaScreen anti-acetyl-lysine; with virally co-expressed GCN5 acetyltransferase;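 active means every replicate shows inhibition of at least 40%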;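 further: 0% = neutral control wells and 100% = positive control wells; some results beyond the cut were filed as inactive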
Active calls of the source: *. These rows are one share of the data. The share of hits here may be higher or lower than overall.

| cpd | PglD DTNB | PGC1a acetyl inh | smiles |
| --- | --- | --- | --- |
| 1 | 2.1 | -18.6 | O=C(Nc1cccc(C(F)(F)F)c1)C1CCCN(c2ncccn2)C1 (configuration not stated) |
| 2 | 6.8 | 8.6 | CC(C)Oc1ccc(N2CC(C(=O)Nc3ccccc3F)CC2=O)cc1 (configuration not stated) |
| 3 | 4.0 | 2.0 | Cc1ccc2c(nc3s/c(=C/c4cccs4)c(=O)n32)c1C |
| 4 | 4.6 | -3.7 | O=C(CC1OC(=O)c2ccccc21)Nc1ccccc1N1CCOCC1 (configuration not stated) |
| 5 | -9.2 | 8.6 | CCOc1ccc(OCC)c(NC(=O)CSc2nc3ccccc3c(=O)n2C)c1 |
| 6 | -2.9 | 8.1 | CCCCN1C(=O)C(NC(C)=O)c2cc(Br)ccc21 (configuration not stated) |
| 7 | -14.9 | 18.5 | CCOC(=O)n1c(=O)n(Cc2ccccc2Cl)c2ccccc21 |
| 8 | -19.7 | -26.1 | c1coc(CNc2nc(N3CCCCC3)nc3ccccc23)c1 |
| 9 | 4.3 | -2.3 | Cc1nc(N(C)C)ncc1C(=O)O |
| 10 | 2.5 | -0.6 | Cc1ccc(NC(=O)c2cccc3c2C(=O)N(C2CCCCC2)C3)c(Cl)c1 |
| 11 | -5.7 | 13.9 | CCOC(=O)c1c[nH]c2c(Cl)ccc(Cl)c2c1=O |
| 12 | -2.6 | -3.4 | CC(Nc1n[nH]c(=S)[nH]c1=O)C(=O)OCc1ccccc1 (configuration not stated) |
| 13 | 0.2 | -3.5 | Cc1ccc(-c2csc3nc(C)n(-n4c(C)ccc4C)c(=O)c23)o1 |
| 14 | -3.4 | 19.0 | COc1ccc(-c2cc(C3CCN(c4cc(Cl)nc(N)n4)CC3)[nH]n2)cc1 |
| 15 | 7.6 | -17.6 | COc1ccccc1NC(=O)CN(C)S(=O)(=O)c1cc(C)ccc1OC |
| 16 | -5.1 | 7.5 | COc1cccc(-n2ccnc2SCC(=O)N2CCc3ccccc32)c1 |
| 17 | -2.1 | 34.5 | O=C(Oc1ccccc1)c1ccc2nsnc2c1 |
| 18 | -8.3 | -6.0 | O=C(/C=C\Nc1ccccn1)c1ccc(Cl)cc1 |
| 19 | -1.4 | -1.0 | CC(=O)N(C(C)=O)C1=C(C#N)C2(CCCCC2)Cc2ccccc21 |
| 20 | 1.4 | -9.3 | COc1cccc(S(=O)(=O)N2CCOCC2)c1 |
| 21 | -5.8 | -3.3 | O=C1c2ccccc2S(=O)(=O)N1CC1CC(c2ccccc2)=NO1 (configuration not stated) |
| 22 | -11.1 | -7.4 | COC(=O)c1ccc(C2/C(=C(/O)c3ccc(OC(C)C)cc3)C(=O)C(=O)N2c2cc(C)on2)cc1 (configuration not stated) |
| 23 | 2.2 | 7.2 | Cc1cc(C)c(NC2=CC(=O)CC(C)(C)C2)c(C#N)c1 |
| 24 | 5.9 | 8.5 | CCc1nnc(NC(=O)c2c(OC)cccc2OC)s1 |
| 25 | -5.3 | 4.8 | O=C(c1ccc2c(=O)n3c(nc2c1)CCCCC3)N1CCN(Cc2ccccc2)CC1 |
| 26 | -4.1 | -4.8 | COc1ccccc1N1CCN(C(=O)c2c(-c3c(Cl)cccc3Cl)noc2C)CC1 |
| 27 | 2.8 | 3.1 | Cc1occc1C(=O)Nc1cccc(C(=O)O)c1 |
| 28 | -3.0 | 11.6 | Cc1c(C(=O)N(C)C)sc2nc(-c3ccccn3)[nH]c(=O)c12 |
| 29 | -21.8 | 1.9 | CC(=O)Nc1ccc(NC(=O)CCCc2ccccc2)cc1 |
| 30 | -2.7 | 2.4 | COC(=O)c1ccccc1NC(=O)COc1ccccc1 |
| 31 | -7.5 | -9.3 | CCCCCCN(C(=O)CCCN1C(=O)NC(c2ccc([N+](=O)[O-])cc2)C(C(=O)OCc2ccccc2)=C1C)C(C)C(=O)NCCCC (configuration not stated) |
| 32 | 13.1 | -16.0 | CC(NC(=O)c1cccc(N2CCCC2=O)c1)c1ccc2c(c1)OCCO2 (configuration not stated) |
| 33 | -4.5 | -2.5 | O=C(Cc1ccccc1[N+](=O)[O-])NCc1ccccc1Cl |
| 34 | -5.0 | 5.8 | Cc1cc(C)nc(-n2nc(C)c3c(C(F)F)cc(C)nc32)n1 |
| 35 | -0.4 | -28.6 | CC(=O)Oc1ccc(-c2csc(Nc3cccnc3)n2)cc1 |
| 36 | 6.5 | -3.1 | CCOc1ccc(S(=O)(=O)NCc2ccncc2)cc1 |
| 37 | -1.0 | 19.0 | CCn1cnc2c1c(=O)n(Cc1nnc3n1-c1ccccc1SC3)c(=O)n2Cc1ccccc1 |
| 38 | 7.2 | -0.8 | Cc1ccc(NC(=O)CC2SC3=NCCCN3C2=O)c(C)c1 (configuration not stated) |
| 39 | -2.6 | 4.7 | COC(=O)CCN(C(=O)c1ccc2c(c1)OCO2)c1ccccn1 |
| 40 | 2.6 | -9.2 | Cc1cccc(C(=O)NC(=S)Nc2ccc(S(=O)(=O)N3CCCCC3)cc2)c1 |
| 41 | 4.7 | 0.8 | CCCn1nc(C(=O)NCC(C)(C)N2CCOCC2)c2ccccc2c1=O |
| 42 | 3.1 | -8.6 | Cc1csc(NC(=O)CSc2nnc(-c3ccoc3C)n2Cc2ccco2)n1 |
| 43 | -2.0 | 5.4 | Cc1ccccc1OCC(=O)NCCN(C)C |
| 44 | -13.3 | 3.3 | O=C(O)c1ccc2c(c1)S(=O)(=O)c1ccccc1C2=O |
| 45 | 1.3 | 3.1 | Nn1c(SCC(=O)Nc2cccnc2Cl)nnc1-c1ccccc1 |
| 46 | 6.3 | 3.0 | COc1cc(-n2ccnc2SC)c(Cl)cc1Cl |
| 47 | -2.7 | -10.7 | O=C(c1c[nH]c2ccc(S(=O)(=O)N3CCOCC3)cc2c1=O)N1CCN(c2ccccn2)CC1 |
| 48 | 0.2 | -4.5 | CCN1CCN(C(=O)c2sc3nc(C)nc(N4CCC(C)CC4)c3c2C)CC1 |
| 49 | -2.2 | 5.2 | S=C(Nc1ccc(Cl)cc1)NC1CC2CCCC(C1)N2C1CCCC1 (configuration not stated) |
| 50 | -2.0 | -3.7 | C=CCN(CC=C)S(=O)(=O)c1ccc(NC(=S)NC(=O)c2ccc(-c3ccccc3)cc2)cc1 |

Remaining list, next part.
| cpd | PglD DTNB | PGC1a acetyl inh | smiles |
| --- | --- | --- | --- |
| 51 | -4.8 | 4.9 | COc1cc(NC(=O)CCc2ccccc2)c(C(=O)O)cc1OC |
| 52 | 2.0 | 0.8 | Cc1ccc(-c2nn(-c3cc(Cl)ccc3[N+](=O)[O-])c(=O)c3ccccc23)cc1C |
| 53 | -1.0 | -10.3 | O=C(CCSc1nc(-c2ccc3c(c2)OCO3)cc(C(F)(F)F)n1)NCc1ccccc1 |
| 54 | -1.4 | -2.5 | Cc1oc(-c2cccc(Cl)c2)nc1CSc1nc2c(c(=O)[nH]1)CCC2 |
| 55 | 1.0 | -5.6 | O=C(CCn1nnc2ccccc21)N1CCN(c2ccccc2)CC1 |
| 56 | 1.0 | 1.1 | Cc1c(N=Cc2ccncc2)c(=O)n(-c2ccccc2)n1C |
| 57 | 0.7 | -1.4 | COC(=O)c1c(NC(=O)CSc2nnc(-c3ccco3)n2Cc2ccccc2)sc(C)c1C |
| 58 | -0.6 | 10.1 | COCCn1c(NCc2ccc(C)cc2)nc2c1c(=O)[nH]c(=O)n2C |
| 59 | -0.3 | -3.2 | CCc1ccc2c(c1)c(N=NC1=NC(=O)CS1)c(O)n2CC |
| 60 | -0.3 | 9.0 | CCOC(=O)Cc1csc(NC(=O)CSc2nnnn2-c2ccc(C)cc2C)n1 |
| 61 | 0.8 | 3.9 | O=c1cc(NC2CCCCCC2)[nH]c(=O)[nH]1 |
| 62 | 0.1 | 0.0 | CCN(CC)CCNC(=O)C12CC3CC(CC(C3)C1)C2 |
| 63 | -11.2 | 20.7 | CCc1cc2c(=O)nc3n(c2s1)Cc1ccccc1/C3=C(/O)c1cccc([N+](=O)[O-])c1 |
| 64 | -4.5 | -6.5 | CC(C)(C)c1csc(NC(=O)c2cccs2)n1 |
| 65 | 1.9 | -24.7 | Cc1cc(C)c2cc(C#N)c(SCC(=O)NCc3ccco3)nc2c1 |
| 66 | -13.2 | -2.7 | CCOC(=O)C(=O)Nc1nnc(CCc2ccccc2)s1 |
| 67 | 9.9 | -9.7 | CC1(C)CC(=O)C(C(c2ccncc2)C2C(=O)CC(C)(C)CC2=O)C(=O)C1 |
| 68 | 0.3 | -1.9 | CCNc1cc(N2CCN(S(=O)(=O)c3ccc4c(c3)CCCC4)CC2)ccc1[N+](=O)[O-] |
| 69 | -0.2 | 6.6 | O=C(Nc1cnccn1)c1cccc(C(F)(F)F)c1 |
| 70 | -5.1 | -3.8 | CCN(Cc1cc2ccccc2[nH]c1=O)C(=O)c1cccnc1 |
| 71 | -5.1 | 14.7 | COc1cc(OC)cc(C(=O)Nn2c(C)nc3ccccc3c2=O)c1 |
| 72 | 1.9 | -3.0 | Cc1occc1C(=O)N1CCN(c2ncccn2)CC1 |
| 73 | -3.5 | 6.7 | COc1ccc(-c2cnn(C3CCS(=O)(=O)C3)c2N)cc1 (configuration not stated) |
| 74 | 0.0 | -8.9 | CCOC(=O)c1oc2ccccc2c1CSc1nnnn1-c1ccc(OC)cc1 |
| 75 | -6.8 | 9.9 | COc1cc(S(=O)(=O)N2CCN(Cc3ccccc3)CC2)ccc1Br |

Compound profiles (already shown). Order of screens: PglD DTNB, PGC1a acetyl inh
Listed for COC(=O)c1ccc(C2/C(=C(/O)c3ccc(OC(C)C)cc3)C(=O)C(=O)N2c2cc(C)on2)cc1 (configuration not stated) = -11.1, -7.4
Listed for Cc1cc(C)c2cc(C#N)c(SCC(=O)NCc3ccco3)nc2c1 = 1.9, -24.7
Listed for Cc1ccc(NC(=O)c2cccc3c2C(=O)N(C2CCCCC2)C3)c(Cl)c1 = 2.5, -0.6
Listed for Nn1c(SCC(=O)Nc2cccnc2Cl)nnc1-c1ccccc1 = 1.3, 3.1
Listed for COc1cc(-n2ccnc2SC)c(Cl)cc1Cl = 6.3, 3.0

Rewritten as labelled records: part of the list above.
74) CCOC(=O)c1oc2ccccc2c1CSc1nnnn1-c1ccc(OC)cc1
  PglD DTNB = 0.0
  PGC1a acetyl inh = -8.9
70) CCN(Cc1cc2ccccc2[nH]c1=O)C(=O)c1cccnc1
  PglD DTNB = -5.1
  PGC1a acetyl inh = -3.8
56) Cc1c(N=Cc2ccncc2)c(=O)n(-c2ccccc2)n1C
  PglD DTNB = 1.0
  PGC1a acetyl inh = 1.1
58) COCCn1c(NCc2ccc(C)cc2)nc2c1c(=O)[nH]c(=O)n2C
  PglD DTNB = -0.6
  PGC1a acetyl inh = 10.1

Next structures follow.
| cpd | PglD DTNB | PGC1a acetyl inh | smiles |
| --- | --- | --- | --- |
| 76 | -4.3 | -23.7 | COc1ccc(OC)c(N(CC(N)=O)S(=O)(=O)c2ccc(OC)c(OC)c2)c1 |
| 77 | 1.8 | -7.4 | O=C(COc1ccc(S(=O)(=O)N2CCCC2)cc1)NCc1ccco1 |
| 78 | -0.2 | 6.7 | CCOC(=O)C1CCN(C=Nc2cc(C)on2)CC1 |
| 79 | -2.9 | 6.4 | O=C(NC1CC1)c1cc(-c2ccco2)nc2ccccc12 |
| 80 | 5.6 | -11.8 | CC(C)(C)c1cc2cccnc2n1Cc1cccc(F)c1 |
| 81 | 4.4 | -1.0 | O=S(=O)(Nc1nccs1)c1cc(Cl)ccc1Cl |
| 82 | 0.3 | 6.3 | CCn1c(SCC(=O)N2CCc3ccccc32)nc2c(c1=O)SC(C)C2 (configuration not stated) |
| 83 | -1.5 | 1.4 | O=C(CSc1nnc(C2COc3ccccc3O2)o1)N1CCOCC1 (configuration not stated) |
| 84 | -6.1 | -5.4 | CCOc1ccc(/C=N/NC(=O)C(C)N(c2ccc(OC)cc2)S(C)(=O)=O)cc1 (configuration not stated) |
| 85 | -2.2 | 6.8 | CCOc1ccccc1OCCCOc1ccc(C)cc1Br |
| 86 | 0.7 | 16.4 | O=C(CSCCc1ccccn1)Nc1cccnc1 |
| 87 | 1.4 | 3.5 | CN(C)C(=O)c1cc(S(=O)(=O)N(C)C)c(Cl)cc1N1CCCC1 |
| 88 | -7.1 | -5.2 | O=C(Cn1c(-c2ccc(Cl)cc2)noc1=O)N1CCN(c2ccccc2F)CC1 |
| 89 | -0.9 | -11.3 | CC(C)(C)NC(=O)CN(C(=O)Cn1nnc(-c2ccc(Cl)cc2)n1)C1CCN(Cc2ccccc2)CC1 |
| 90 | -43.8 | 43.2 | O=C(CSc1ncn(-c2ccccc2)n1)Nc1nc2c(s1)CCCC2 |
| 91 | -0.5 | -8.3 | CC(=O)c1cccc(NC(=O)N2CCCC2C(=O)Nc2ccccc2C)c1 (configuration not stated) |
| 92 | 0.7 | -6.2 | COc1ccccc1CC(=O)NCC1CCCO1 (configuration not stated) |
| 93 | 6.3 | 13.7 | Cc1csc(NC(=O)CSc2nnc(-c3ccoc3C)n2CCc2ccccc2)n1 |
| 94 | -6.3 | -0.4 | Cc1nc2sc(C(c3ccc(Br)cc3)N3CC(C)OC(C)C3)c(O)n2n1 (configuration not stated) |
| 95 | -1.2 | 4.5 | CC1(C)CC(=O)C=C(Nc2ccccc2F)C1 |
| 96 | -0.9 | 0.3 | Cc1cc(C)c(NC(=O)c2ccoc2C)c(C)c1 |
| 97 | 0.7 | 0.5 | CN(C(=O)Nc1ccc(Cl)cc1Cl)[C@H]1c2cc(Br)ccc2OC[C@H]1CO |
